TTR transcr act: increases transthyretin transcription; SH-SY5Y TTR promoter Gaussia luciferase, luminescence; 100% = recombinant luciferase protein wells; activation, % at 16.7 µM; 92,000 tested, 1.3% active; AID 1117267;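 active means activation above the mean of all tested compounds plus 3 SD, cut at about 9.5% in these data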;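 further: cells exposed to compounds for one day before reading; 0% = median of all test compound wells on the plate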
* marks the source's active call; other numbers are inactive results. Not all compounds are listed; rates above refer to the full screens.

nr	Structure	TTR transcr act
1	Cn1c(N)c(C(=O)COC(=O)Cc2ccccc2F)c(=O)n(C)c1=O	-0.8
2	NC(=S)N/N=C/c1cn(-c2ccccc2)nc1-c1cccnc1	0.8
3	CC(C)(C)C(=O)Nc1ccc(C(=O)CSc2nnc(C3CC3)n2C2CC2)cc1	-1.1
4	CCOC(=O)C1CCN(C(=O)C(C)(C)NC(=O)Nc2ccc(OC)c(Cl)c2)CC1	-0.6
5	CC1(C(=O)NS(=O)(=O)c2cccc(Cl)c2)CCN1C(=O)Cc1cccs1 (stereo not given)	-0.8
6	COc1ccc2c(c1)C=C([C@@H]1C[C@H]3CN(c4ccccc4)C(=O)[C@]34CCCN14)CO2	-1.4
7	C=CCOc1ccc(C[C@H](N)C(=O)NC[C@H]2O[C@@H](n3cc(C)c(=O)[nH]c3=O)C[C@@H]2O)cc1	1.8
8	CN(C(=O)CCc1nc(-c2ccccc2F)no1)c1ccccc1	0.7
9	CCCn1c(SCC(=O)c2ccc3c(c2)OCCO3)nnc1C(C)C	1.8
10	O=S(=O)(c1ccc(Cl)s1)N1CCN(CCc2ccccc2)CC1	2.3
11	CCCCNC(=S)N1CCC(Cc2ccccc2)CC1	1.0
12	O=C(C[C@@H]1CC[C@H](NC(=O)c2ccc3c(c2)OCO3)[C@@H](CO)O1)NCc1ccc(F)cc1	-0.9
13	O=[n+]1cc(-c2cc3ccccc3o2)n([O-])c2c1CCCC2	-0.1
14	Cc1cccc(C)c1NC(=O)CSc1ccc([N+](=O)[O-])cn1	-0.4
15	CCNc1cc(Nc2c(C)n(C)n(-c3ccccc3)c2=O)c([N+](=O)[O-])c2nonc12	0.8
16	CCCCSCCCNC(=O)Nc1cccc(OC)c1	2.8
17	COc1cc(NC(=S)N2CCCC(C)C2)cc(OC)c1OC (stereo not given)	4.1
18	CCOC(=O)C1CCCN(C(=O)c2cnn3c(C(F)F)cc(-c4ccc(C)cc4)nc23)C1 (stereo not given)	-4.1
19	N#Cc1c2n(c3c(=O)[nH]cnc13)CCCC2	3.9
20	CCCNC(=O)C(Cc1cccc(Cl)c1)NC(=O)c1ccc(C#N)cc1 (stereo not given)	-1.0
21	CC(=O)Nc1ccc2nc(NC(=O)COc3ccccc3)sc2c1	-0.1
22	CCCCCCCNC(=O)CC(NS(=O)(=O)c1ccc(NC(C)=O)cc1)C(C)C (stereo not given)	-0.1
23	CCc1cc2cc(OC)ccc2nc1SCC(=O)Nc1cc(OC)c(OC)cc1C(=O)O	1.4
24	Nc1cc2c(cc1Cl)-c1ccccc1C2=NO	-0.7
25	CC1CCN(CCC(=O)Nc2nccs2)CC1	-0.5
26	O=C(Nc1ccccc1)c1ccc(S(=O)(=O)NCc2cccnc2)cc1	5.5
27	O=C(NCC(=O)N1CCN(Cc2ccccc2)CC1)c1cccs1	-1.0
28	CC1(C)CC(=O)C2=C(C1)N(c1ccccc1C#N)C(N)=C(C#N)C2c1cccs1 (stereo not given)	-8.5
29	CC1(C)CNC(=O)c2sc(N3CCCCC3)nc2C1	0.9
30	Cc1cc(Cl)ccc1NC(=O)Nc1c(C)n(-c2ccccc2)c(=O)n1C	-0.1
31	CN1CCS/C1=C/C=C1/SC(=S)N(Cc2ccccc2)C1=O	-2.2
32	O=S(=O)(Nc1cccc2ncccc12)c1cccc(C(F)(F)F)c1	3.8
33	COc1ccc(S(=O)(=O)N2CCSC2c2ccc(OC)c(OC)c2)cc1 (stereo not given)	1.1
34	CC1CCCN(CCCNC(=O)c2cc3c(Cl)nc4ccccc4c3s2)C1 (stereo not given)	-1.9
35	C[C@H](CO)N1C[C@H](C)[C@@H](CN(C)CC2CCCCC2)Oc2c(NS(=O)(=O)c3ccc(F)cc3)cccc2C1=O	-2.2
36	CCOC(=O)Nc1ccc2c(c1)Cc1cc([N+](=O)[O-])ccc1-2	-0.8
37	Cc1nc(Cc2nnc(SCC(=O)N3CC(=O)Nc4ccccc43)o2)cs1	3.1
38	COc1ccc(-c2nc(NC(=O)C3CC(=O)N(Cc4ccco4)C3)sc2C)cc1 (stereo not given)	-0.6
39	NC(=O)/C(=C/c1ccco1)C(N)=S	-0.6
40	COc1cccc(C(=O)Nc2nnc(S(=O)(=O)N(C)Cc3ccccc3)s2)c1	-3.5
41	O=C(COc1ccc([N+](=O)[O-])cc1)Nc1cc(C(=O)O)cc(C(=O)O)c1	0.3
42	Cc1c(Cl)c(=O)oc2cc(OCC(=O)NCc3cccs3)ccc12	1.0
43	O=C1Nc2ccccc2/C1=C/c1cnc(-c2ccccc2)[nH]1	-0.7
44	O=C(NCc1ccco1)C(c1ccccc1)N(C(=O)Cc1cccs1)c1cccnc1 (stereo not given)	-0.3
45	O=c1c2cccnc2[nH]c(=S)n1CCCN1CCN(c2ccccc2F)CC1	2.6
46	CCN(C(=O)c1c(C)cc(=O)oc1C)c1ccc2c(c1)OCO2	1.4
47	O=C(Nc1ccc(-c2cn3ccccc3n2)cc1)c1ccco1	0.1
48	O=S(=O)(Cc1ccccc1)NCC1CCCN(Cc2ccc(F)c(F)c2)C1 (stereo not given)	0.3
49	Cc1ccc(NC(=S)NNC(=S)NCc2ccccc2)cc1	1.9
50	CCCC(=O)c1c[nH]c(C(=O)NCc2ccco2)c1	2.3
51	O=C(c1ccccc1)c1ccc(N2CCOCC2)cc1	1.2
52	COc1ccc(S(=O)(=O)N2CC(C)N(C(=O)N3CCOCC3)C2)cc1 (stereo not given)	1.5
53	OC(CNCc1ccco1)COc1ccccc1 (stereo not given)	-2.6
54	CCCCCC(O)C=CC1C(O)CC(O)C1CC=CCCCC(=O)O (stereo not given)	-0.9
55	CC(=O)Nc1ccccc1NC(=O)C/C(C)=N/NC(=O)C1CCCCC1	-0.5
56	CN(C(=O)CC1C(=O)NCCN1Cc1ccoc1)C1CCOCC1 (stereo not given)	0.6
57	Cn1cc(Cl)c(C(=O)NC(=S)Nc2sc3c(c2C#N)CCCCC3)n1	-1.6
58	Cc1c(Cl)cccc1NC(=O)Nc1ccc(C(N)=O)cc1	0.4
59	Cc1nn(CC(=O)N2CCN(C)CC2)c(=O)c2ccccc12	0.2
60	CCC(=O)Oc1oc(-c2ccccc2)nc1C=Nc1ccc(C)cc1	0.4

Following part:
nr	Structure	TTR transcr act
61	Cc1[nH]c2ccccc2c1C(=O)CN1C(=O)C(=O)N(CCC2=CCCCC2)C1=O	1.4
62	C/C(=N\NC1=NCCN1)c1ccc(N)c([N+](=O)[O-])c1	0.1
63	C=CCNC(=O)CSc1cc([N+](=O)[O-])cc(S(=O)(=O)Cc2ccccc2)c1	0.5
64	Cc1cc(C)cc(N(CC(=O)NC2CCCC2)C(=O)c2csnn2)c1	-0.7
65	Cc1cc(-c2cccs2)nc(-n2cccc2)n1	4.3
66	Cc1cc(NC(=O)c2cccc(S(=O)(=O)N3CCCC3)c2)no1	-0.1
67	O=C(O)CCN1C(=O)c2ccc(NC(=O)c3ccco3)cc2C1=O	0.1
68	CCOC(=O)c1c(NC(=O)Cn2nc(C(F)(F)F)cc2C)sc(C)c1C	2.9
69	O=[N+]([O-])c1ccccc1Oc1cnc2ccccc2n1	-0.8
70	CC(=O)N1CCN(Cc2cc(=O)oc3cc(C)c(C)cc23)CC1	-0.2
71	Clc1ccc(Nc2ccccc2)nn1	0.5
72	Cc1cccc(OCCCC(=O)Nc2ccc(S(=O)(=O)N3CCCC3)cc2)c1	-3.3
73	N#Cc1nc(COc2ccccc2)oc1N1CCCCCC1	-1.9
74	Nc1cc(-c2ccccc2)n2c(n1)nc1ccccc12	5.9
75	N#C/C(=C\N1CCOCC1)C(N)=O	0.8
76	CC(C)C[C@H]1CN(CCCC[C@@H]2CNC(=O)C(=O)N2CC2CCCCC2)C(=O)C(=O)N1CCC1CCCCC1	0.8
77	Cc1ccc(S(=O)(=O)CCC(=O)OCC(=O)NC(=O)c2ccccc2)cc1	-0.1
78	Cc1nn(C)c(Oc2ccccc2)c1CCNS(=O)(=O)c1ccc(F)cc1	-0.2
79	Cc1ccccc1OCC(=O)Nc1nc2ccccc2[nH]1	-1.3
80	CSCCC(NC(=O)c1ccco1)C(=O)NCCc1ccc(Cl)cc1 (stereo not given)	-1.3
81	COC(=O)[C@]12C[C@H](CC(=O)NCCC(C)C)C(=O)N(Cc3cccc4ccccc34)C1=C[C@H](C(C)(C)C)O[C@@H]2C	-2.5
82	CC(C(=O)N1CCCC1)c1ccc([N+](=O)[O-])cc1 (stereo not given)	-2.3
83	CCOc1ccc(-n2c(Cc3cc(=O)[nH]c(=O)[nH]3)nnc2SCC)cc1	-2.7
84	COc1ccc(NC(=O)Nc2ccc(F)cc2F)cc1	1.8
85	COc1ccc(Cc2nnc(Nc3ccc(C)cc3C)[nH]c2=O)cc1	-1.7
86	CC1=CC=CN2C1=NC(=O)CC2(C)C(=O)N(CC(=O)NC1CCCC1)Cc1ccccc1 (stereo not given)	1.8
87	O=C(NCc1cc(C(F)(F)F)cc(C(F)(F)F)c1)C1CC(c2c(Cl)cccc2Cl)=NO1 (stereo not given)	-0.8
88	Nc1ncc(Br)cc1S(=O)(=O)NCCC(=O)N1CCN(c2ccccc2)CC1	6.3
89	CN1CCN(C(=O)c2ccc(CN3CCOCC3)cc2)CC1	3.0
90	Cn1c(=O)c2c(SCc3cccc(C(F)(F)F)c3)nc(-c3ccco3)nc2n(C)c1=O	0.0
91	O=C(Nc1ccccn1)NC12CC3CC(CC(C3)C1)C2	3.8
92	CCOC(=O)c1c(C)nc2c(c1-c1cc(OC)c(OC)c(OC)c1)C(=O)c1ccccc1-2	0.7
93	COC1OC2COC(c3ccccc3)OC2C2OC12 (stereo not given)	1.3
94	c1ccc(-c2noc(-c3cccc4ccccc34)n2)nc1	-0.1
95	CCOc1ccc(N=C2NC(=O)S/C2=C\c2ccc(N(C)C)cc2)cc1	-1.3
96	CCN(CC)C(=O)[C@H]1CC(CC(=O)NCc2ccco2)C(=O)N2CCc3c([nH]c4ccc(OC)cc34)[C@]12C (stereo not given in full)	6.0
97	Cc1ccc(NC(=O)c2cc(C(C)(C)C)nn2Cc2ccccc2)cc1	-3.1
98	O=C(/C=C/c1ccco1)Nc1scc(-c2ccccc2)c1C(=O)O	-2.0
99	CC(C)CN(C(=O)CN1CCOCC1)c1c(N)n(CC(C)C)c(=O)[nH]c1=O	2.0
100	C#CCNC(=O)C[C@H]1C[C@@]2(C(=O)OC)C(=C[C@H](COCc3ccccc3)O[C@@H]2C)N(CCc2ccc(OC)c(OC)c2)C1=O	1.6
101	O=C(O)CSc1nnc(CNc2cccc(C(F)(F)F)c2)n1Cc1ccco1	-0.5
102	Cc1c(NC(=O)C2(c3ccccc3)CCOCC2)c(=O)n(-c2ccccc2)n1C	1.0
103	CC1CN=C2C(C(=O)Nc3ccccc3)=C(O)CC(c3ccccc3)N21 (stereo not given)	-2.1
104	Cc1c(Nc2nc(-c3cccc([N+](=O)[O-])c3)cs2)c(=O)n(-c2ccccc2)n1C	-1.1
105	COc1ccc(-c2cc(C)no2)cc1S(=O)(=O)NCc1cccc(C)c1	9.8*
106	O=C(c1cnsn1)N1CCC(CO)(Cc2cccc(F)c2)CC1	1.1
107	COc1ccc(Nc2nc(C)nc3c2oc2ccccc23)cc1	-2.5
108	COC(=O)c1cc2c(ccn2-c2ccc(F)cc2)n1CC(=O)OC(C)C	-2.0
109	CCNC(=O)C1CCCN(C(=O)c2ccc(C(F)(F)F)cc2)CC1 (stereo not given)	-0.9
110	CC(C)NC(=O)Nc1ccc2c(c1)C(=O)N([C@H](C)CO)C[C@H](C)[C@@H](CN(C)S(=O)(=O)c1cn(C)cn1)O2	1.5
111	C1CSC2(N1)C1CC3CC2CC(C1)C31NCCS1 (stereo not given)	-1.3
112	Cc1cccc(NC(=O)c2ccc(S(=O)(=O)N3CCOCC3)cc2)n1	-0.1
113	NC(=O)c1ccc(NC(=O)Cc2csc(-c3ccccc3)n2)cc1	2.4
114	COc1ccc(CCc2nnc(CCC(=O)NCc3cnn(-c4ccccc4C)c3)o2)cc1	5.4
115	Cc1ccc(NC(=O)c2ncn(CCCNCCCN3CCCC3=O)n2)cc1C	-0.5
116	CCCc1nnc(SCC(=O)N2CCOCC2)n1Cc1ccco1	-0.2
117	COC(=O)c1c(C)[nH]c(O)c1C=Nc1ccc(C#N)cc1	0.3
118	CCN(C(=O)CCc1ccccc1)C1CCCCC1	1.4
119	COc1c(Cl)cc(Cl)cc1CNCc1ccccc1	1.9
120	CC(C)CCN1C(=O)c2ccc(C(=O)NCc3ccccn3)cc2C1=O	-1.1

Additional compounds follow.
nr	Structure	TTR transcr act
121	Cc1ccc(-c2noc(CC(=O)c3ccc([N+](=O)[O-])cc3)n2)cc1	-0.6
122	CCCc1cnc(N2CCN(C(=O)c3ccccc3)CC2)nc1	1.6
123	COC[C@@H]1CCCN1c1ccc2c(c1)OCCCN(C1CC1)S2(=O)=O	3.9
124	O=C(CN1C(=O)CC(c2ccco2)Sc2ccccc21)NCC1CCCO1 (stereo not given)	-0.1
125	Cc1ccc(C(=O)C[n+]2ccc(Cc3ccccc3)cc2)cc1	0.3
126	COC(=O)c1cc(Cl)c(N)cc1OC	0.4
127	Cc1oc2c(cc(NS(=O)(=O)c3ccc(F)cc3)c3ccccc32)c1C(=O)O	8.4

Assay outcomes (PubChem)
